Source: PubChem
pAkt inh: inhibitors of Akt phosphorylation; Neuro2A IGF-stimulated pAkt S473 HTRF, 20 min; active compounds read low; activity change, % for hits at 50 µM; 360,000 compounds, 0.32% hits; in the data active means activity change below about -80%; inconclusive means mostly about -51% to -80%; further: on the % scale 0 is the no-effect control and ±100 the full control effect
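Neuro2A cells (4,500/well, DMEM with 0.5% FBS) were treated with compound at a single 50 µM final concentration, stimulated with 6 nM IGF for 20 min at 37 °C, and lysed. Phospho-Akt Ser473 was read by HTRF as 665/615 ratio ×10^4.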
aSyn yeast inh: inhibitors of alpha-synuclein toxicity in yeast | 370,000 compounds, 0.14% hits | Potency, µM (top dose mostly 46.1 µM), without a hit: at the highest dose growth rescue (activation), usual class: activators | Yeast expressing alpha-synuclein, growth rescue, BacTiter-Glo, 24 h | AID 652106; further: potency means the concentration at half of the fitted maximal effect; % of control where 0% means no effect; nearly all actives have a fitted effect of over 65% in size
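Galactose-induced alpha-syn yeast (OD600=0.02, raffinose-pregrown) + pinned cpd, 24 hr, 30 deg C; growth by BacTiter-Glo luminescence. Growth restoration scores as activation.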
PTHR1 ag: PTHR1 (human) receptor agonism; Q03431; HEK293 GP2 PTHR1 cells, GloSensor cAMP luminescence, 1 h; Potency, µM (top dose mostly 115 µM), without a hit: at the top dose activation, actives largely listed as activators; 410,000 compounds, 0.075% hits; AID 743266; further: potency means the concentration at half of the fitted maximal effect; nearly all actives have a fitted effect of over 55% in size; some results filed as inactive show a strong effect at the top dose; inactives centre near -15; many of its hits are not listed in these tables
Target sequence (Q03431 whole entry, looked up): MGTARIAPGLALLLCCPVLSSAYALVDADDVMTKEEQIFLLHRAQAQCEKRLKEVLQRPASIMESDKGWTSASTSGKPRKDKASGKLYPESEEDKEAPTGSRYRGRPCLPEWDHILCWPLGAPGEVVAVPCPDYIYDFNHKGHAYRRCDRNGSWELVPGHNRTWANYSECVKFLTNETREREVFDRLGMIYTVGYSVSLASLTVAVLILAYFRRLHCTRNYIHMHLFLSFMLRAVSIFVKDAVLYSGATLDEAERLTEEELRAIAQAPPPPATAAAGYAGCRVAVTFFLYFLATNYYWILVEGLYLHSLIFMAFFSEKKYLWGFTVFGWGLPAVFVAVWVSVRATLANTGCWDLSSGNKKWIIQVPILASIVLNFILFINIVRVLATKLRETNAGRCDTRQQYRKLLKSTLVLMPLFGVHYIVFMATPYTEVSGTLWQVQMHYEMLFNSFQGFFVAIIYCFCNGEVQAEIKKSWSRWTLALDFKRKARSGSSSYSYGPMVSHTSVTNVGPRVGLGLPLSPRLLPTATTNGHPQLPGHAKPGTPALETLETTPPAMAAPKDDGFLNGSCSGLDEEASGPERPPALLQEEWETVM
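HEK-293-derived GP2 cells expressing PTHR1 and a GloSensor cAMP reporter, 3,000/well, plated overnight, given luciferin plus IBMX (each 0.5 mM as added) for 1 h at 37 °C, then compound for 1 h at 37 °C. Luminescence was read after 15 min at room temperature.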
MmCpn inh: blocks the Methanococcus maripaludis chaperonin Mm-Cpn; purified Mm-Cpn ATPase, ADP Transcreener TR-FRET; Potency, µM (top dose mostly 76.9 µM), inactives show at the highest dose activity, negative = inhibition, usual class: inhibitors; 330,000 compounds, 0.031% hits; AID 504842; further: potency means the concentration at half of the fitted maximal effect; on the % scale 0 is the no-effect control and ±100 the full control effect; nearly all actives have a fitted effect of over 80% in size
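Compound-treated chaperonin, 25 nM final, turns over 10 uM ATP at 37°C for 30 min following a 10 min preincubation; ADP generated competes with ADP-d2 for Eu-cryptate antibody, lowering FRET.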
TDP-43 yeast inh: TDP-43 toxicity inhibition in yeast | TDP-43 expressing yeast growth rescue, BacTiter-Glo, 24 h | Potency, µM (highest dose often 46.1 µM), inactives show at the top dose growth rescue (activation), most hits filed as activators | 410,000 compounds, 1.8% hits; further: potency means the concentration at half of the fitted maximal effect; % of control where 0% means no effect; nearly all actives have a fitted effect of over 50% in size
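Yeast expressing TDP-43 (pregrown in raffinose, seeded at OD600=0.02 in galactose medium) exposed to compounds 24 hr at 30 deg C. Growth read by BacTiter-Glo luminescence; rescue of toxicity appears as increased signal.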
GLP1R cytotox: cytotoxicity counter-screen for GLP-1 receptor inverse agonists. HEK293 cAMP-luciferase reporter cells, luminescence, 24 h. Potency, µM (doses to about 38.3 µM), inactives show at the highest dose activity change, negative = inhibition, actives largely listed as inhibitors. 410,000 compounds, 0.13% hits. AID 624418;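 further: loss of luciferase light is scored as toxicity; potency means the concentration at half of the fitted maximal effect; on the % scale 0 is the no-effect control and ±100 the full control effect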
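Step one: seed cells (200 cells/uL, DMEM with 10% Nu serum, 1% pen-strep). Step two: 12-hour incubation at 37 deg C. Step three: pin 23 nL compound, incubate 24 hr. Step four: add luciferase reagent, read luminescence 12 min later.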
GLP-1R inv ag: acts as inverse agonist at human GLP-1 receptor; HEK293 GLP-1R CRE-luciferase, luminescence, 24 h; GLP-1R form is constitutively active; 410,000 compounds, 1.6% hits; AID 624417; Potency, µM (doses to about 38.3 µM), inactives show at the top dose activity change, negative = inhibition, usual class: inhibitors; P43220; further: potency means the concentration at half of the fitted maximal effect; on the % scale 0 is the no-effect control and ±100 the full control effect; nearly all actives have a fitted effect of over 55% in size
Target sequence (P43220 whole entry, looked up): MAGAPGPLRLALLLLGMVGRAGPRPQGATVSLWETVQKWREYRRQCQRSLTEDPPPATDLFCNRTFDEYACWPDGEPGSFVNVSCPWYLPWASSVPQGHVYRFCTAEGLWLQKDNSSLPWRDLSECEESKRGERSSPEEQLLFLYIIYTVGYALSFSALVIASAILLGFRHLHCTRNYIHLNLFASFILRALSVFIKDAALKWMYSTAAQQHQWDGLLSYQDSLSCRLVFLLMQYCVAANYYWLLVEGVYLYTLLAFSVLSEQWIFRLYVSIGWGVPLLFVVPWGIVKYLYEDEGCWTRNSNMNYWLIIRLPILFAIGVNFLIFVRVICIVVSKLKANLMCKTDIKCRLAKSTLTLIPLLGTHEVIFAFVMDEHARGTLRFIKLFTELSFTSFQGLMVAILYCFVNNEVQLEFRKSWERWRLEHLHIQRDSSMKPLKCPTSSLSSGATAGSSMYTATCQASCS
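Cells are plated, allowed 12 hours at 37 deg C, then treated with compounds for 24 hr before luciferase detection reagent is added and luminescence is read after 12 min at room temperature. The HEK293 line carries constitutively active GLP-1R with a cAMP-responsive reporter.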
Abeta yeast res: restores growth of yeast expressing A-beta42 peptide. yeast expressing A-beta42, growth rescue, OD600, 48 h; response scale: 0% DMSO, 100% iron-clioquinol control. Potency, µM (series often up to 46.1 µM), for the others: at the top dose growth rescue, hits mostly activators. 410,000 compounds, 0.063% hits; further: potency means the concentration at half of the fitted maximal effect; nearly all actives have a fitted effect of over 55% in size
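Growth rescue measured by 600 nm absorbance after 48 h yeast culture at 30 C with compound. Values normalized between DMSO and an equimolar ferric chloride plus clioquinol control.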
FUS yeast rescue: rescues growth of FUS-expressing yeast; AID 1347120; 390,000 compounds, 0.24% hits; S. cerevisiae FUS-expressing, growth rescue, OD600, 24 h; Potency, µM (highest dose often 76.6 µM), inactives show at the top dose growth rescue (activation), most hits filed as activators;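 further: potency means the concentration at half of the fitted maximal effect; plate controls were DMSO vehicle for no effect and reference control for full effect; nearly all actives have a fitted effect of over 55% in size; some results filed as inactive show a strong effect at the top dose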
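Steps: raffinose overnight preculture; dilution to OD 0.005 in 2% galactose minimal medium; compound addition (concentration series); 24hr at 30C, 99% humidity; absorbance read at 600 nm.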
An asterisk follows results filed as active; i = inactive; ? = inconclusive; · = not tested or not shown; [ ] = remark or other dose. Unless noted, the call rests on the fitted dose curve; in most records, active means well fitted curve in the direction sought with a large enough effect; inconclusive means small, poorly fitted or top-dose-only effect, or another doubt; inactive means no such curve, though single readings can be large; an effect the other way counts as inactive or inconclusive.

Second line of a record – pAkt inh, aSyn yeast inh, PTHR1 ag, MmCpn inh, TDP-43 yeast inh, GLP1R cytotox, GLP-1R inv ag, Abeta yeast res, FUS yeast rescue
O=C(CSc1nnc(Cc2cc(=O)[nH]c(=O)[nH]2)n1-c1ccc(Cl)cc1)NC1CCCC1
  i, 0%, -5%, -2%, 6%, 6%, 1%, -4%, -12%
COc1ccc(CCNC(=O)C2CC(=O)N(c3ccc(C)cc3)C2)cc1 (stereo unspecified)
  i, -1%, -2%, -19%, -11%, 0%, -2%, -6%, 17%
Cc1cccc2cc(CN(CCc3ccccc3)C(=O)N3CCOCC3)c3nnnn3c12
  i, 0%, -4%[57.5 µM], -12%, -5%, 11%, -5%, 1%, ?
O=S1(=O)[C@H]2C[C@@H]3CC[C@]2(CN1Cc1cccc(F)c1)O3
  i, -1%, -23%, 0%, 2%, 5%, -1%, 7%, -26%
O=S(=O)(O)c1cc2oc(-c3ccccc3)nc2c2ccccc12
  i, 1%, -13%, -2%, 27%, 5%, 15%, 6%, -11%
CCOc1ccccc1NC(=O)COC(=O)CN1C(=O)NC(C)(C)C1=O
  i, -8%, -11%, 2%, 5%, 12%, 10%, -17%, ·
COC(=O)C1=C(C(=O)c2ccccc2)C(c2ccc(OC)c(OC)c2)Nc2nnnn21 (stereo unspecified)
  i, 4%, i, 2%, 13%, -25%, 1%, -4%, 24%
O=C(O)c1ccc(Cn2cc(/C=C\[N+](=O)[O-])c3ccccc32)o1
  i, -5%, i, 5%, 9%, -9%, -14%, -22%, 10%
CC(C)C[C@H]1CN([C@@H](Cc2ccccc2)CN2CCCC2CN2C(=S)NC[C@@H]2Cc2ccccc2)C(=S)N1CC1CCCCC1 (stereo partly specified)
  i, -18%, 8%, ·, 11%, 6%, 15%, ?, ?
O=c1c2c3c(sc2nc2n1N=C(c1cccs1)CS2)CCCC3
  i, -3%, -13%[57.5 µM], -2%, 4%, 2%, 15%, 20%, 1%
Cc1cccc(C(=O)OCC(=O)Nc2sccc2C(N)=O)c1C
  i, -3%, -4%, ·, 7%, 6%, -15%, 0%, -50%[inhibitor]
CN(C)c1ccc(/C=N\NC(=O)CC#N)cc1
  i, -12%, -5%, -2%, 19%, -6%, 7%, -8%, -12%
O=C(N/N=C/c1c[nH]c2ccccc12)c1ccc([N+](=O)[O-])cc1Cl
  i, -14%, -27%, ?, 0%, -13%, ?, -12%, -27%
CC(C)N=C(NC#N)SCc1ccc(F)cc1
  i, 9%, -1%, 1%, 2%, -5%, 3%, -10%, 17%
O=C(NC1CCCCC1)C(c1ccccc1)N1CCc2ccccc21 (stereo unspecified)
  i, -1%, -19%, 1%, 0%, -2%, ?, 12%, 6%

Going on with the list.
Second line of a record – pAkt inh, aSyn yeast inh, PTHR1 ag, MmCpn inh, TDP-43 yeast inh, GLP1R cytotox, GLP-1R inv ag, Abeta yeast res, FUS yeast rescue
Cc1cc(=O)c2cc(C(=O)Nc3ccccc3)ccc2[nH]1
  ·, ·, i, ·, 0%[9.22 µM], 0%, -2%, -16%, -23%
O=C(N=C1SC2CS(=O)(=O)CC2N1Cc1ccc(Cl)cc1)C1CCCO1 (stereo unspecified)
  i, -2%, -2%, 0%, 5%, -7%, -5%, -13%, 20%
Cc1cc(C)c(NC(=O)C2C(=O)Nc3ccccc3C(=O)N2C(C)(C)C)c(C)c1 (stereo unspecified)
  i, -9%, i, ·, 12%, -1%, -9%, -3%, 0%
Cc1nc(=O)c(-c2ccccc2)c(C)n1-c1ccc(Br)cc1
  i, -8%, -34%[inhibitor], 2%, -20%, 2%, -22%, -11%, -4%
COC(CNc1ccc([N+](=O)[O-])c(NCC(OC)OC)c1C#N)OC
  i, -1%, i, -7%, -1%, -31%, 16%, -7%, 5%
Cc1nn(-c2ccccc2)c(Cl)c1C(=O)Nc1nnc(C2CCCC2)s1
  i, 6%, -12%[57.5 µM], 1%, 4%, -18%, ?, -17%, ?
Clc1ccc(-c2nnc(-c3ccco3)o2)cc1
  i, 0%, 0%[57.5 µM], -1%, 2%, 6%, 5%, -26%, -5%
Cc1ccccc1/C=N\NC(=O)c1ccc(Cn2cccn2)o1
  i, 2%, i, -4%, 8%, -7%, 1%, -6%, 11%
COCCN(C(=O)COC(=O)c1ccco1)c1c(N)n(Cc2ccccc2)c(=O)[nH]c1=O
  i, -3%, -23%, -3%, 5%, -1%, 11%, 0%, 16%
CCc1nnc(NC(=O)CSc2sc3c(O)cc(=O)[nH]c3c2C#N)s1
  i, 3%, i, -8%, -6%, -9%, 4%, 11%, 32%
Cc1ccc(CCN2CC(C(=O)O)CC2=O)cc1 (stereo unspecified)
  i, 1%, i, 0%, -7%, 7%, -13%, -7%, -23%
COc1ccccc1C(=O)N/C(N)=N/c1nc2ccccc2o1
  i, 0%, -4%, -7%, 5%, 0%, 13%, -10%, -14%
O=C(NCc1ccc2c(c1)OCO2)C1CC(=O)N(c2ccc(F)cc2)C1 (stereo unspecified)
  i, 3%, i, 0%, 12%, 5%, 9%, 4%, 7%
CCn1c(=S)sc2c(=O)n(CC(=O)Nc3ccccc3OC)c(C)nc21
  i, 22%, i, 1%, -4%, -3%, -20%, 18%, -11%
OCCN1CCN(c2cc(-c3ccc4ccccc4c3)nc3ccnn23)CC1
  i, -15%, -25%, ·, 8%, 2%, ?, -11%, 14%

One compound at a time, as listed above. Values in the order: pAkt inh, aSyn yeast inh, PTHR1 ag, MmCpn inh, TDP-43 yeast inh, GLP1R cytotox, GLP-1R inv ag, Abeta yeast res, FUS yeast rescue
COCCN(C(=O)COC(=O)c1ccco1)c1c(N)n(Cc2ccccc2)c(=O)[nH]c1=O is listed with i, -3%, -23%, -3%, 5%, -1%, 11%, 0%, 16%
Cc1nc(=O)c(-c2ccccc2)c(C)n1-c1ccc(Br)cc1 is listed with i, -8%, -34%[inhibitor], 2%, -20%, 2%, -22%, -11%, -4%
O=C(NCc1ccc2c(c1)OCO2)C1CC(=O)N(c2ccc(F)cc2)C1 (stereo unspecified) is listed with i, 3%, i, 0%, 12%, 5%, 9%, 4%, 7%
COC(CNc1ccc([N+](=O)[O-])c(NCC(OC)OC)c1C#N)OC is listed with i, -1%, i, -7%, -1%, -31%, 16%, -7%, 5%

Arranged by count of non-hydrogen atoms (rising): three of the compounds above.
Second line of a record – pAkt inh, aSyn yeast inh, PTHR1 ag, MmCpn inh, TDP-43 yeast inh, GLP1R cytotox, GLP-1R inv ag, Abeta yeast res, FUS yeast rescue
Cc1cc(=O)c2cc(C(=O)Nc3ccccc3)ccc2[nH]1
  ·, ·, i, ·, 0%[9.22 µM], 0%, -2%, -16%, -23%
COC(CNc1ccc([N+](=O)[O-])c(NCC(OC)OC)c1C#N)OC
  i, -1%, i, -7%, -1%, -31%, 16%, -7%, 5%
OCCN1CCN(c2cc(-c3ccc4ccccc4c3)nc3ccnn23)CC1
  i, -15%, -25%, ·, 8%, 2%, ?, -11%, 14%

New compounds follow
Second line of a record – pAkt inh, aSyn yeast inh, PTHR1 ag, MmCpn inh, TDP-43 yeast inh, GLP1R cytotox, GLP-1R inv ag, Abeta yeast res, FUS yeast rescue
COc1ccccc1N1CCN(S(=O)(=O)c2ccc3c(c2)NC(=O)C(C)C(=O)N3)CC1 (stereo unspecified)
  i, 8%, -4%, 1%, -1%, 4%, -5%, 3%, 22%
CC(C)NCc1c(O)c(Br)cc2oc3c(c12)CCCC3
  i, -1%, -7%, -3%, -24%, 4%, -2%, 6%, 37%
CC(=O)Nc1ccc(NC(=O)COC(=O)c2c(-c3ccccc3)noc2C)cc1
  i, 0%, -28%, 0%, 1%, 0%, 7%, -4%, 1%
Cc1noc(C)c1COC(=O)c1ccc(N(C)C)cc1
  i, 1%, -14%, -5%, ?, -14%, 0%, -2%, -7%
N#Cc1nc(COc2ccc(F)cc2)oc1N1CCCCC1
  i, 0%, i, 3%, 18%, -3%[0.307 µM], 8%[0.307 µM], 16%, -4%
Cc1ccccc1C(=O)O/N=C(\N)Cc1cccs1
  i, -78%[inhibitor], -4%, 2%, ?, ?, ?, -12%, -1%
CC(C)C(=O)Nc1cc(C(F)(F)F)ccc1-n1ccnc1
  i, -6%, -1%, -3%, 13%, -5%, -2%, -4%, -54%
O=C(CN1CCN(C(=O)c2cccs2)CC1)NC1CCCCC1
  i, 7%, i, 0%, 23%, -7%, 11%, 3%, -2%
Cc1ccc(-c2cc(C(F)(F)F)n3ncc(C(=O)O)c3n2)cc1
  i, 12%, i, 1%, 10%, 5%, 18%, -2%, -2%
Cn1c(=O)n(C/C=C/c2ccccc2)c(=O)c2c1nc1n2CCN1c1ccc(Cl)cc1
  ·, ·, 2%, ·, 17%, 6%, -2%, -2%, -23%
Cc1nc2ccc(S(=O)(=O)N(CC(=O)Nc3cccc(F)c3)Cc3ccccc3)cc2s1
  ·, ·, -27%, ·, 12%, -7%, ?, 3%, 7%
O=S(=O)(N1CCCCC1)N1CCN(c2cc(Cl)ccc2Cl)CC1
  i, -27%, -22%, 4%, -8%, 8%, ?, -16%, 0%
CCOC(=O)COc1ccc(C2NC(C(=O)O)CS2)cc1 (stereo unspecified)
  i, -3%, i, -2%, 0%, 15%, 19%, 3%, 0%
C1CCN(c2nc3nonc3nc2NCC2CCOCC2)CC1
  i, -6%, -24%, 1%, 0%, -2%, 17%, -1%, -1%
Cc1cc(C)c(NC(=O)CS(=O)CC(=O)NCCN2CCCCCC2)c(C)c1 (stereo unspecified)
  i, -5%, 18%, 1%, -32%[inhibitor], 0%, ?, -6%, 14%

Some of the compounds tested; rates above refer to the full screens.
